ERp5 inh – inhibitors of ERp5-driven insulin aggregation, primary screen, biochemical, turbidity, absorbance 650 nm, single point; Protein disulfide-isomerase A6 (Homo sapiens), Q15084; 0.05% of 350,000 active; inhibition, % at 9.99 µM; 90 min; AID 651711, 2012;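 active = mean replicate inhibition above about 25%, with every replicate also reaching it, limit read from the data, passing the limit was not always enough; inconclusive = only one of those two criteria met; inactive = neither criterion met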
Target sequence (Q15084 whole entry, looked up): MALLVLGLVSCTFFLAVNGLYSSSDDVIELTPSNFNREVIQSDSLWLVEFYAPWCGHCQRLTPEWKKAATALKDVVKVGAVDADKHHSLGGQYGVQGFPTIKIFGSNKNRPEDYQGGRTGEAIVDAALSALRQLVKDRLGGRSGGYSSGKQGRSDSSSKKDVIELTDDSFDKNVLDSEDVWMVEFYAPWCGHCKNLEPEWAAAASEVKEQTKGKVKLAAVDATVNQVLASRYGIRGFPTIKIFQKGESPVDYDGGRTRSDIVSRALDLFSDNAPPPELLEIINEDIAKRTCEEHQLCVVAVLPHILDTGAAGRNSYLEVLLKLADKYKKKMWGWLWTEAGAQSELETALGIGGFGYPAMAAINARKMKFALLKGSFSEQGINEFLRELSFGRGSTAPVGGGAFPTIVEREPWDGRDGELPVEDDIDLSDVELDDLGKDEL
Statin myotox sup – suppressors of statin myotoxicity in C2C12 myotubes, primary screen, cell-based, single point, plate reader | C2C12 myotubes + simvastatin, ATP luminescence, 48 h; scaled: DMSO 0, geranylgeraniol control 100 | rescue of ATP level, % at 7.49 µM | 0.78% of 330,000 active | AID 602340, 2012;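 active = mean ATP rescue above about 67%, or every replicate alone reaching that limit, limit read from the data, passing the limit was not always enough; inconclusive = no clear call, values can overlap the other calls; inactive = mean under the limit and some replicate under it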;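 also: myotubes were challenged with 10 µM simvastatin during compound exposure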
E-sel inducer – E-selectin induction in HUVECs, primary screen, imaging, HUVEC, immunofluorescence imaging, single point; normalized: neutral wells 0, TNF-alpha wells 100; activation, % at 7.58 µM; 0.37% of 260,000 active;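 active = mean E-selectin-positive cell signal at least 10% of the positive control, reached in at least 60% of replicates, without over 20% cell loss; inconclusive = no rule given, readout overlaps actives, possibly toxicity-flagged; inactive = the rest, including those meeting only one limit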;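 also: in these data hits start at about 27%; measured in HUVEC primary endothelial cells; signal is the percent of cells scored E-selectin positive by PE staining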
Target sequence (P16581 whole entry, looked up): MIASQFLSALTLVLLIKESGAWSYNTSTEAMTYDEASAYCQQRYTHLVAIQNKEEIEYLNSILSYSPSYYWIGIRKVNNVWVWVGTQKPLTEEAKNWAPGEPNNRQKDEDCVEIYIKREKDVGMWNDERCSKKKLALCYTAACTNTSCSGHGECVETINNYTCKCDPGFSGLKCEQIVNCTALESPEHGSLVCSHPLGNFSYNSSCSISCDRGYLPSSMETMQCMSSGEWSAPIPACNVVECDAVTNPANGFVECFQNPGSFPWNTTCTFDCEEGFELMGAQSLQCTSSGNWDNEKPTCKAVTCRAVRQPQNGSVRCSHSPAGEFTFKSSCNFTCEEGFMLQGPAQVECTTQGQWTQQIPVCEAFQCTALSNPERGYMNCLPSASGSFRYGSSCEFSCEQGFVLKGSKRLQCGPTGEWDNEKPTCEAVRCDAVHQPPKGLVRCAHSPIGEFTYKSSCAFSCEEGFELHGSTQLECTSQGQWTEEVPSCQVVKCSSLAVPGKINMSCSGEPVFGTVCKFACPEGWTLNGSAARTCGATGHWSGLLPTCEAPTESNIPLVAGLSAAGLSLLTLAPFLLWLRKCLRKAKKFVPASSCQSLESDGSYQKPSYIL
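Assay system: HUVEC, human umbilical vein endothelial cells / Amount: 3,000 HUVEC/well / Controls: TNF-alpha positive control, DMSO neutral control / Compound dosing: single concentration / Medium: EGM-2 over gelatin coat / Evaluation: percent E-selectin-positive cells / Signal: immunofluorescence imaging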
DENV2 CPE rescue – inhibitors of DENV2 cytopathic effect, primary screen, cell-based, plate reader, single concentration. DENV2-infected cells, cytopathic effect rescue. CPE inhibition, % at 9.99 µM. 1.7% of 350,000 active; in the data active = CPE inhibition above about 20%, passing the limit was not always enough; inconclusive = no clear call, values can overlap the other calls; tested in BHK-21 cells;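 also: 0% = median of neutral control wells and 100% = median of positive control wells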
S100A4 MyoIIA – inhibitors of S100A4-myosin IIA peptide binding, primary screen, biochemical, fluorescence polarization, TAMRA-MyoIIA peptide; Protein S100-A4 (Homo sapiens), P26447; inhibition, % at 10.7 µM; 0.14% of 360,000 active;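 active = mean inhibition of at least 70% across replicates, with every replicate also reaching that level; inconclusive = mean inhibition reaches 70% but some replicates fall short; inactive = mean inhibition below 70%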
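Test system – S100A4 monomer (human) · Compound – single-point compound testing · Schedule – 5 min incubation before reading · Probe or stimulus – TAMRA-labelled myosin IIA heavy-chain peptide probe, 5 nM · Benchmarks – neutral control DMSO, positive control TFP · Medium – Calcium-containing HEPES buffer, pH 7.2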
SIRT5 inh – SIRT5 desuccinylase inhibitors, primary screen, biochemical, fluorescence imaging, single point, set 5; NAD-dependent protein deacylase sirtuin-5, mitochondrial (Homo sapiens), Q9NXA8; Purified SirT5, succinyl-peptide AMC, trypsin-coupled fluorescence; inhibition, % at 15 µM; 1.1% of 330,000 active; AID 652115, 2013; in the data active = inhibition above about 15%; inconclusive = no clear call, values can overlap the other calls
PglD DTNB – C. jejuni PglD acetyltransferase inhibitors, primary screen, biochemical, DTNB colorimetric, single point; UDP-N-acetylbacillosamine N-acetyltransferase PglD (Campylobacter jejuni); purified PglD enzyme, DTNB colorimetric CoA detection; inhibition, % at 12.5 µM; 0.098% of 360,000 active; in the data active = inhibition above about 16%, passing the limit was not always enough; inconclusive = no clear call, values can overlap the other calls; also: strong numbers were not always called active
Numbers without * were called inactive; ? = inconclusive; nt = no result given. This is a subset (hit frequency here may not be typical).

SMILES	ERp5 inh	Statin myotox sup	E-sel inducer	DENV2 CPE rescue	S100A4 MyoIIA	SIRT5 inh	PglD DTNB
O=C(CN1C(=O)NC2(CCCc3ccccc32)C1=O)Nc1cccc(S(=O)(=O)N2CCCCC2)c1 (stereo not given)	2	nt	nt	-12	4	-3	nt
Cc1ccc(N2C(=O)CC(N3CCc4ccccc43)C2=O)cc1Cl (stereo not given)	-2	-1	-1.4	3	-2	-3	3
COc1cccc(CC(=O)N2CCN(c3ccccc3[N+](=O)[O-])CC2)c1	6	2	3.1	-1	6	-1	-1
Cc1ccccc1-n1cc(CNC(=O)CCc2nnc(CCc3ccccc3)o2)cn1	1	nt	0.0	6	0	4	nt
Cc1ccc2[nH]c(=O)c3cc(C(=O)NC(C)C)sc3c2c1	-3	nt	0.4	-1	1	-15	nt
CN(C(=O)Cn1nc(C(=O)O)c2ccccc2c1=O)C1(C#N)CCCCC1	-1	-1	0.8	-4	-2	2	1
CC1CCCCC1NC(=O)CSc1nnc(C(F)(F)F)n1C (stereo not given)	4	-9	-1.5	4	-4	nt	5
CC(C)C(=O)Nc1cccc(S(=O)(=O)NC2=NCCC2)c1	7	-3	0.0	9	0	nt	-4
Cc1cc([N+](=O)[O-])nn1CC(=O)Nc1nccs1	-4	nt	-0.1	-3	-3	-3	-4
CCN(CC1CCCO1)C(=O)c1cc(COc2ccc(OC)cc2Cl)on1 (stereo not given)	1	5	nt	5	4	-5	3
O=C(CN1C(=O)C2C3CCC(C3)C2C1=O)OCC(=O)c1ccccc1 (stereo not given)	-9	-2	0.0	-4	2	1	-2
COc1ccc(N2CCN(C(=O)CCc3ccc(S(=O)(=O)NC(C)C)cc3)CC2)cc1	3	-11	nt	-4	0	0	-6
C[C@H](CO)N1C[C@H](C)[C@H](CN(C)C(=O)NC2CCCCC2)Oc2ccc(NS(C)(=O)=O)cc2CC1=O	3	-24	-9.1	-6	-3	-3	2
COc1ccccc1N1CCN(CC(O)COCc2cccs2)CC1 (stereo not given)	-2	nt	nt	-5	-4	-8	nt
C[C@H]1CN([C@@H](C)CO)C(=O)c2cc(C3=CCCC3)cnc2O[C@@H]1CN(C)C(=O)CN1CCOCC1	3	41	0.1	0	-1	5	1
COc1ccc2sc(N(CCCN(C)C)C(=O)c3ccc(S(=O)(=O)N(C)Cc4ccccc4)cc3)nc2c1	-1	18	nt	-3	-1	-3	1
O=C(Nc1ccnn1C1CCN(C2CCCCC2)CC1)c1ccccc1	2	4	nt	-5	-3	-1	-2
CCN(C(=O)COC(=O)CN(C)S(=O)(=O)c1ccc(NC(C)=O)cc1)C1CCS(=O)(=O)C1 (stereo not given)	-1	-9	-1.0	-2	7	-3	3
O=C(CNc1cc(S(=O)(=O)N2CCOCC2)ccc1N1CCCC1)NCc1ccco1	2	10	nt	0	2	-2	1
Cc1ccn2c(=O)c(NC(=O)c3cccs3)c(C)nc2c1	-4	-6	-0.3	4	-15	1	1
CN(C)C(=O)c1ccc(NC(=O)COc2cccc(Oc3ccccc3)c2)cc1	8	-3	nt	-1	9	-6	3
CCN1C(=O)[C@H]2[C@@H](c3ccc(C(F)(F)F)cc3)N[C@]3(CCCN(Cc4ccc(OC)cc4)C3=O)[C@H]2C1=O	-6	13	nt	2	-1	-3	-2
CC(=O)[C@@]1(O)CC[C@H]2[C@@H]3C[C@H](C)C4=CC(=O)C=C[C@]4(C)[C@@]3(F)[C@@H](O)C[C@@]21C	-4	12	0.1	-3	-2	-3	-3
CN(C(=O)CSc1nc2ccc(Br)cc2c(=O)n1Cc1ccco1)C1CCS(=O)(=O)C1 (stereo not given)	-5	19	0.1	-3	1	-4	-5
CSc1nc(C(C)C)ccc1CNC(=O)CC(C)c1ccccc1 (stereo not given)	0	20	0.5	2	-3	-5	11

Next compounds
SMILES	ERp5 inh	Statin myotox sup	E-sel inducer	DENV2 CPE rescue	S100A4 MyoIIA	SIRT5 inh	PglD DTNB
COCC1CCCCN1C(=O)c1cc(COc2ccc(C)c(C)c2)on1 (stereo not given)	3	nt	-0.5	3	0	-5	nt
O=C(C[C@@H]1CC[C@H]2[C@@H](COC[C@H](O)CN2CCC(F)(F)F)O1)NCc1ccc(Oc2ccccc2)cc1	-1	20	0.1	1	-8	-1	1
CC(=O)c1ccc(NC(=O)c2cc(-c3cccs3)on2)cc1	2	-13	0.4	-5	0	-1	-1
C[C@@H]1CN([C@H](C)CO)C(=O)c2cccc(NS(=O)(=O)c3ccccc3)c2O[C@H]1CN(C)S(=O)(=O)c1cccs1	6	-10	-0.1	-6	6	-2	nt
CCc1ccc(OCC(=O)O/N=C(\N)c2cccnc2)cc1	5	-1	nt	12	5	10	1
COc1ccc(C2=NN(C(=O)CSc3nnnn3C)C(c3ccco3)C2)cc1 (stereo not given)	-5	-7	nt	-9	-2	1	-4
Cc1ccccc1S(=O)(=O)N1[C@@H](c2ccccc2)C(C(=O)O)=CC[C@H]1c1ccc(Cl)cc1	-4	-1	0.0	-19	-13	nt	3
COc1ccc(-c2ccc([C@H]3[C@H](CO)N4CCCCN(C(=O)c5ccc6c(c5)OCO6)C[C@@H]34)cc2)cc1	0	55	-0.1	-3	-5	-1	5
COc1ccc(S(=O)(=O)Nc2ccc3c(c2)C(=O)N([C@@H](C)CO)C[C@H](C)[C@H](CN(C)C(=O)Nc2c(C)noc2C)O3)cc1	19	nt	0.1	1	1	-2	1
CCC(Sc1nnc(C)c(=O)[nH]1)C(=O)Nc1cccc2ccccc12 (stereo not given)	1	4	nt	-6	0	0	4
COCC#Cc1ccc2c(c1)O[C@H](CN(C)C(=O)C1CC1)[C@@H](C)CN([C@@H](C)CO)S2(=O)=O	5	-31	-0.1	3	-15	-2	3
CCCCn1c(N)c(N(CCC(C)C)C(=O)C2CCCN(C(=O)c3ccc(Cl)cc3)C2)c(=O)[nH]c1=O (stereo not given)	14	nt	nt	4	1	-8	nt
COCCNc1nc(-c2ccccc2F)c2sc(-c3ccccc3)cc2n1	1	1	0.1	13	-2	0	-5
CCCNC(=O)C[C@@H]1CC[C@@H]2[C@H](COc3ccc(NS(=O)(=O)CC)cc3C(=O)N2C)O1	-2	-18	0.2	3	-3	8	4
CO[C@H]1CN(C)C(=O)c2cc(NC(C)=O)ccc2OC[C@@H](C)N(C(=O)c2ccncc2)C[C@H]1C	3	-2	-0.2	-17	-4	-2	3
COc1ccccc1-n1c(SCC(=O)O)nc2c(sc(=S)n2-c2ccc(C)c(C)c2)c1=O	-3	-3	?	1	-7	17*	-4
COc1ccccc1Cc1c(-c2cccc(Br)c2)nc2ccc(C)cn12	1	nt	-3.5	5	17	0	nt
C=CCN(C(=O)CNC(=O)c1cccs1)C(C(=O)NC(C)(C)C)c1ccccc1 (stereo not given)	1	nt	nt	9	1	0	nt
CC(=O)N1CCCc2cc(S(=O)(=O)N3CCCC(C(=O)Nc4cc(C)ccc4C)C3)ccc21 (stereo not given)	7	-6	nt	1	-2	-3	-6
Cc1oc(=O)c(NC(=O)c2cccc(Cl)c2)cc1C(=O)c1ccccc1	1	-7	nt	nt	0	-14	8
COCC1CCN(Cc2cn[nH]c2-c2cc(OC)c(OC)c(OC)c2)CC1	-6	3	nt	2	2	-1	9
COc1ccc(CNC(=O)C2CCCN(c3nc4ccccc4o3)C2)c(OC)c1 (stereo not given)	4	nt	nt	-1	1	-2	nt
Cc1ccc(Cn2c(=O)n(C)c(=O)c3sccc32)cc1	1	6	11	-1	-2	-3	7
N#C[C@H]1[C@@H](c2ccc(-c3ccncc3)cc2)[C@@H](CO)N1C(=O)C1CCC1	1	-7	-0.3	-1	2	-29	-3
COc1ccc(NC(=O)c2ccc(S(=O)(=O)N3CC(C)CC(C)C3)cc2)cc1S(N)(=O)=O (stereo not given)	-1	-42	nt	-8	7	5	-3

Carrying on:
SMILES	ERp5 inh	Statin myotox sup	E-sel inducer	DENV2 CPE rescue	S100A4 MyoIIA	SIRT5 inh	PglD DTNB
N#C/C(=C/c1ccccc1[N+](=O)[O-])c1nnc2n1CCCCC2	4	5	-0.2	-3	2	-2	nt
COc1cccc(NC(=O)NC2CCCc3ccccc32)c1 (stereo not given)	1	-17	-0.1	5	-1	-5	14
COCCNC(=O)C[C@H]1CC[C@H](NC(=O)NC2CCCC2)[C@H](CO)O1	12	-2	-0.2	-5	-10	3	0
COc1ccc(CCN2CC(C(=O)NCCN3CCCC3=O)CCC2=O)cc1 (stereo not given)	1	0	-0.1	-10	-5	0	10
Cc1nc(-c2ccc(NC(=O)/C=C\C(=O)O)cc2)cs1	3	-10	nt	1	-3	1	nt
COc1ccc(S(=O)(=O)N(C)C[C@@H]2Oc3ncc(/C=C/c4ccccc4)cc3C(=O)N([C@@H](C)CO)C[C@@H]2C)cc1	-5	-1	0.2	1	0	-7	-2
Cc1noc(C)c1S(=O)(=O)Nc1ccc2c(c1)C(=O)N([C@@H](C)CO)C[C@H](C)[C@H](CN(C)Cc1ccc3c(c1)OCO3)OCCCC[C@H](C)O2	2	nt	-0.1	46*	26	2	4
O=C(CSc1nnc(CNC(=O)c2ccco2)o1)Nc1ccc(F)cc1	1	-3	0.2	5	-2	3	4
Cc1ccccc1OC(=O)c1cccc(S(=O)(=O)N2CCN(C)CC2)c1	3	-12	nt	-1	-3	-2	2
COc1ccc(NC(=O)c2sc3nc(Cc4ccccc4)cc(C(F)(F)F)c3c2N)cc1OC	-3	nt	0.1	nt	6	6	nt
COC(=O)[C@H]1[C@H](CO)[C@H]2Cn3c(ccc(-c4ccccc4)c3=O)[C@H]2N1S(C)(=O)=O	-4	-28	-0.3	-4	5	-10	3
CO[C@H]1CC[C@H]2CCOc3c(C#N)cccc3C(=O)N(C)C[C@@H](c3ccccc3)CC(=O)N(C)C[C@H]1O2	0	2	0.0	-6	-4	2	0
COc1ccc(/C=C(/NC(=O)/C=C/c2ccccc2)C(=O)NCCCCCC(=O)O)cc1	7	nt	nt	4	-1	-1	0
CCOC(=O)CCNC(=O)Nc1cc2nc(C)n(Cc3cccc(Cl)c3)c2nc1C	1	-15	0.0	6	0	-4	3
CCOC(=O)NNS(=O)(=O)c1cc(Br)ccc1Br	-102	8	-0.8	0	-1	1	0
COc1cc(OC)cc(-c2cc3ccccc3c(=O)o2)c1	-1	-13	0.3	6	13	-3	-3
COc1ccc(NS(=O)(=O)c2cc(NC(=O)c3ccc(S(=O)(=O)N(C)C)cc3)ccc2N2CCOCC2)cc1	-6	5	0.1	?	-7	-3	-3

Random excerpt: five records from the list
SMILES	ERp5 inh	Statin myotox sup	E-sel inducer	DENV2 CPE rescue	S100A4 MyoIIA	SIRT5 inh	PglD DTNB
CCOC(=O)CCNC(=O)Nc1cc2nc(C)n(Cc3cccc(Cl)c3)c2nc1C	1	-15	0.0	6	0	-4	3
COc1ccc(/C=C(/NC(=O)/C=C/c2ccccc2)C(=O)NCCCCCC(=O)O)cc1	7	nt	nt	4	-1	-1	0
COc1ccc(CCN2CC(C(=O)NCCN3CCCC3=O)CCC2=O)cc1 (stereo not given)	1	0	-0.1	-10	-5	0	10
COc1cccc(NC(=O)NC2CCCc3ccccc32)c1 (stereo not given)	1	-17	-0.1	5	-1	-5	14
Cc1nc(-c2ccc(NC(=O)/C=C\C(=O)O)cc2)cs1	3	-10	nt	1	-3	1	nt
